SENP7 inh – inhibitors of human SENP7 protease; Q9BQF6; recombinant SENP7, Z-RLRGG-aminoluciferin luminescence, 40 min; inhibition, % at 5 µM; actives 1.5% (n = 330,000); AID 434973;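 active = inhibition above about 50% at the single test dose, limit read from the data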;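 note: plate controls were DMSO with enzyme for no effect and no enzyme buffer wells for full effect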
Target sequence (Q9BQF6 706-1050 limits assumed): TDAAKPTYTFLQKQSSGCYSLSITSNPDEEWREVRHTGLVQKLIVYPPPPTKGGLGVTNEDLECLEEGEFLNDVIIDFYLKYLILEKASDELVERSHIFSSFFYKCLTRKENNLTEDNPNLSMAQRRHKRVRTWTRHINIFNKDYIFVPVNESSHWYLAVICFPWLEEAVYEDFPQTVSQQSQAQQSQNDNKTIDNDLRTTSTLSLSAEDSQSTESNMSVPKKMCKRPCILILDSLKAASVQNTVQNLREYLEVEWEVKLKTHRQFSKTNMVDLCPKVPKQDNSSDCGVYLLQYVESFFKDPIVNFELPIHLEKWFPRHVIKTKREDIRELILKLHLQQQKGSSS
UBC13 inh – human UBC13 polyubiquitination inhibition | P61088 | UBC13 polyubiquitin chain formation, TR-FRET | inhibition, % at 20 µM | actives 0.47% (n = 330,000) | AID 485273; in the data active = inhibition above about 45%, passing the limit was not always enough
PfGluPho inh – PfG6PD (Plasmodium falciparum) enzyme inhibition; AID 504690; PfGluPho enzyme, NADPH resazurin-diaphorase fluorescence; inhibition, % at 20 µM; actives 0.78% (n = 350,000);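 active = inhibition reaching at least a set limit at 20 µM in the primary screen, cut at about 59% in these data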;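 note: 0% = DMSO wells with substrate and 100% = DMSO wells lacking glucose-6-phosphate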
SENP6 inh – SENP6 protease inhibition | AID 2599 | inhibition, % at 10 µM | Recombinant SENP6 catalytic domain, aminoluciferin luminescence | actives 1.8% (n = 330,000);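 active = inhibition above about 50% at the single tested dose, limit read from the data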;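 note: plate controls were DMSO wells with enzyme for no effect and DMSO wells lacking enzyme for full effect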
Target sequence (Q9GZR1 628-1112 limits assumed): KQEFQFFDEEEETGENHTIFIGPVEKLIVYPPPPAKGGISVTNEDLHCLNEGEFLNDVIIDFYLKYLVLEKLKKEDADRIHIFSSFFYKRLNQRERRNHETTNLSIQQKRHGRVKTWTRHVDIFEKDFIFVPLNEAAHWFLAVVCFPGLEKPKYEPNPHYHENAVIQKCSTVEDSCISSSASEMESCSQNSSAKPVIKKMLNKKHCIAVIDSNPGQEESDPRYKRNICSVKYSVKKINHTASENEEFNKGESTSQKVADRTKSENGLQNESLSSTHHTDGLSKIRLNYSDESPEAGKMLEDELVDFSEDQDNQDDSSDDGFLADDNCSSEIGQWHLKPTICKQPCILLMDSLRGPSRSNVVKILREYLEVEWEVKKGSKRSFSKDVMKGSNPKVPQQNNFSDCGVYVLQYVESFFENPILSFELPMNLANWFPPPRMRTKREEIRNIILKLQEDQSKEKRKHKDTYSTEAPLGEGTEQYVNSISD
MIN6 prolif – inducers of beta-cell replication in MIN6 cells; MIN6 cells proliferation, ATPlite luminescence, 48 h; cells starved in 0.2% serum; 100% = growth in 10% serum; proliferation, % at 10 µM; actives 0.29% (n = 330,000); AID 2380;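 active = compounds whose signal lies at least 3.5 SD above the mean of all wells on their plate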;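 note: 0% = DMSO-treated cells in low-serum medium and 100% = 10% serum control; some compounds called inactive have numbers as strong as hits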
SENP8 block-1 – inhibitors of human SENP8 protease. inhibition, % at 20 µM. actives 0.64% (n = 360,000). recombinant SENP8, Nedd8 substrate fluorescence. AID 602440. Q96LD8; in the data active = inhibition mostly above about 40%, no sharp cut-off; inactive = mostly below about 27%
Target sequence (Q96LD8 whole entry, looked up): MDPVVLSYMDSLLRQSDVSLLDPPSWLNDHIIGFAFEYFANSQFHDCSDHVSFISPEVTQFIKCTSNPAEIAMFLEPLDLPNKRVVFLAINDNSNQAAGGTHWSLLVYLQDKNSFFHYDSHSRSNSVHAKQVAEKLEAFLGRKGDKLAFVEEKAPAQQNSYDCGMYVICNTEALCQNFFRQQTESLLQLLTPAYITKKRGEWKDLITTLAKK
SENP1 FRET inh – inhibitors of human SENP1 SUMO protease catalytic domain; Q9P0U3; recombinant SENP1 catalytic domain, CyPet-SUMO1-YPet FRET cleavage; inhibition, % at 10 µM; actives 0.21% (n = 360,000); AID 624204;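 active = inhibition at least 30% at 10 µM, raw YFP signal under a set limit, fluorescence ratio 0.5 to 1.5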;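 note: 0% = enzyme with DMSO and 100% = no enzyme wells; some results filed as inactive read as strong as hits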
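Compound: 10 µM single point, 0.5% DMSO; Test system: hSENP1 catalytic domain, recombinant; Timing: 50 min reaction at room temperature; Technique: FRET, CFP and YFP emission; Control set: no-enzyme wells low, DMSO-plus-enzyme wells high control.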
SENP8 block-2 – blocks the human protease SENP8; Q96LD8; purified SENP8, Z-RLRGG-aminoluciferin cleavage, luminescence; inhibition, % at 10 µM; actives 1.2% (n = 330,000); AID 2540; in the data active = inhibition above about 50%
HKDC1 inh – blocks human hexokinase HKDC1 activity. inhibition, % at 20 µM. recombinant HKDC1, G6PDH/diaphorase resazurin coupled fluorescence. actives 0.16% (n = 340,000). Q2TB90;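 active = inhibition above about 35% when tested at 20 µM, limit read from the data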;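 note: plate controls were DMSO wells with enzyme for no effect and DMSO wells lacking enzyme for full effect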
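Assay system: in-house recombinant HK5 (HKDC1) enzyme. Input: HKDC1 at 5 µg/mL. Medium: Tris pH 8.0 buffer with MgCl2, Tween-20, BSA, BME. Dosing: single 20 µM dose. Schedule: 90 min reaction incubation at room temperature, dark. Signal: resazurin-to-resorufin fluorescence via G6PDH and diaphorase coupling, 525/613 nm. Controls: DMSO-enzyme wells negative, buffer-substituted wells positive.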
* marks the source's active call; other numbers are inactive results; nt = not tested or not shown. An unsorted share of the library; about 4% have a hit in one of these screens.

nr	mol	SENP7 inh	UBC13 inh	PfGluPho inh	SENP6 inh	MIN6 prolif	SENP8 block-1	SENP1 FRET inh	SENP8 block-2	HKDC1 inh
1	CC(C)NC(=O)c1ccccc1NC(=O)C1CCCO1 (stereo not drawn)	1	0	-21	-12	2	-5	-2	5	3
2	NS(=O)(=O)c1ccc(NC(=O)COC(=O)c2ccc(S(=O)(=O)N3CCOCC3)cc2)cc1	-8	10	1	0	-2	4	1	7	-1
3	CC(C)(CNc1ccc([N+](=O)[O-])cc1Cl)CNS(C)(=O)=O	6	6	1	-6	-1	22	-3	3	0
4	COc1ccc(S(=O)(=O)NCC(=O)NC2CC2)cc1OC	0	7	-14	-9	4	0	0	-8	-5
5	COc1ccc(CN2CCN(C(=O)C3CCC(CNS(=O)(=O)c4ccccc4)CC3)CC2)c(OC)c1OC (stereo not drawn)	-4	10	-4	-1	-2	6	0	-6	5
6	COc1ccccc1N1CCN(C2CCCN(C(=O)CCc3ccccn3)C2)CC1 (stereo not drawn)	5	6	1	11	-3	-7	-1	7	-5
7	Cc1ccccc1OCC(=O)NC1=NCCS1	44	-2	2	42	-2	16	-2	8	-3
8	CC(C)Nc1nc(-c2ccccc2)nc(-n2ccnc2)n1	3	-1	-12	11	1	19	3	-5	5
9	COc1ccc(CN2CCCC(C(=O)N3CCCC3)C2)c(OC)c1 (stereo not drawn)	6	1	2	-16	3	14	-2	-1	-1
10	CN(Cc1ccc2c(c1)OCO2)C(=O)c1cc(-c2ccccc2)c(N2CCOCC2)s1	8	7	6	8	-6	-101	-1	2	1
11	c1ccc(Cc2nn3c(-c4ccncc4)nnc3s2)cc1	6	3	40	-3	3	6	-2	4	-9
12	COc1ccc(Cc2nc(-c3cccnc3)no2)cc1OC	2	7	-5	-32	0	0	1	1	1
13	CCCS(=O)(=O)n1nc(-c2ccc(C)cc2)cc1N	-5	2	-4	-12	0	13	-1	-8	-2
14	O=C(c1cccc(F)c1)N1CCN(c2ccc([N+](=O)[O-])c(N3CCOCC3)c2)CC1	-4	-31	14	-11	-3	27	1	-8	-7
15	CC(=O)N1CCc2cc(Br)cc(S(=O)(=O)NCCCN3CCCC(C)C3)c21 (stereo not drawn)	3	4	-11	2	-1	18	-1	-6	2
16	O=C(COc1ccc(Cl)cc1Cl)Nc1ccc(C(=O)Nc2ccccc2C(=O)O)cc1	-4	-5	-26	0	-6	-25	1	-10	16
17	CCCC(=O)N1CCN(c2nnc(-c3ccccc3)c3ccccc23)CC1	-5	-3	4	5	-1	21	0	12	-8
18	COc1ccc(CN2CC[C@H]3C=CC[C@@H](C(=O)NCCc4ccccc4)[C@H]3C2=O)cc1OC	-5	11	-2	-8	5	10	4	-1	-2
19	O=C(c1ccc(S(=O)(=O)N2CCOCC2)cc1)N(Cc1ccco1)Cc1cccs1	6	6	-5	-11	0	22	2	-6	0
20	CC[C@]12C(=O)N(C)C[C@H]([C@@H]3C(=O)N(C)C(=O)[C@@H]31)N2C(=O)c1ccc(Cl)c(Cl)c1	nt	nt	-6	nt	nt	-11	-2	nt	0

Reformatted: entries from further up.
3	CC(C)(CNc1ccc([N+](=O)[O-])cc1Cl)CNS(C)(=O)=O
  SENP7 inh = 6	UBC13 inh = 6	PfGluPho inh = 1	SENP6 inh = -6	MIN6 prolif = -1	SENP8 block-1 = 22	SENP1 FRET inh = -3	SENP8 block-2 = 3	HKDC1 inh = 0

4	COc1ccc(S(=O)(=O)NCC(=O)NC2CC2)cc1OC
  SENP7 inh = 0	UBC13 inh = 7	PfGluPho inh = -14	SENP6 inh = -9	MIN6 prolif = 4	SENP8 block-1 = 0	SENP1 FRET inh = 0	SENP8 block-2 = -8	HKDC1 inh = -5

Down the list, from the results shown:
Entries 1–12 in UBC13 inh read 0, 10, 6, 7, 10, 6, -2, -1, 1, 7, 3, 7
Entries 1–12 in SENP8 block-2 read 5, 7, 3, -8, -6, 7, 8, -5, -1, 2, 4, 1

Further compounds follow:
nr	mol	SENP7 inh	UBC13 inh	PfGluPho inh	SENP6 inh	MIN6 prolif	SENP8 block-1	SENP1 FRET inh	SENP8 block-2	HKDC1 inh
21	CC1CN(S(=O)(=O)c2cccc(C(=O)NCC3COc4ccccc4O3)c2)CC(C)O1 (stereo not drawn)	5	17	-3	-9	2	-3	0	-5	-6
22	COc1cccc(C2SCC(=O)N2c2ccc(Cl)cc2)c1OC (stereo not drawn)	5	3	-4	-15	0	12	4	-6	-1
23	O=C(NC1=NCCS1)c1cccc(S(=O)(=O)N2CCc3ccccc32)c1	0	3	1	10	-1	4	-1	-6	-6
24	CN(C1CCCCC1)S(=O)(=O)c1ccc(S(=O)(=O)N2CCN(CCC#N)CC2)cc1	-4	6	1	5	-1	0	2	1	-6
25	CCOc1ccc(Nc2nc(N)c([N+](=O)[O-])c(N3CCN(C)CC3)n2)cc1	-5	-4	1	-21	-1	47*	2	-5	6
26	O=S(=O)(Cc1ccccc1)N1CCc2ccccc21	4	-18	nt	1	-7	nt	nt	2	nt
27	CC(C)Oc1ccc(S(=O)(=O)N(C(C)C)C(C)C)cn1	6	1	-17	-10	2	20	3	-2	-6
28	CCN(CC)CCn1c2ccc(Cl)cc2c2nc(C)sc21	11	2	7	12	-1	12	1	5	-6
29	O=C(Nc1nc2ccccc2[nH]1)c1ccc(Br)o1	21	3	-3	-30	-2	-66	-5	1	-5
30	Cc1ccc(-n2nccc2-c2nn(-c3cccc(C(F)(F)F)c3)c(=O)n(C)c2=O)cc1	-6	31	-4	-7	0	-8	1	2	1
31	O=S(=O)(c1ccc(F)cc1)N1CCN(c2ccc(-c3ccccc3)nn2)CC1	-3	-5	3	-10	-2	2	3	1	-5
32	CCOc1ccc(OCC(=O)Nc2ccc(S(N)(=O)=O)cc2)cc1	4	17	-5	-17	-1	4	0	-7	0
33	CCC(=O)OC1(C#CCOc2ccc(OC)cc2)CCN(C)CC1	8	11	12	-2	-1	15	0	-9	3
34	NS(=O)(=O)c1cccc(NC(=O)CSc2nnc(C3CC3)n2Cc2ccccc2)c1	2	-2	-6	-7	-1	18	2	-2	-3
35	CCCCOC(=O)N/N=C/C=C/c1ccccc1	5	0	-4	-3	-1	12	4	-4	-4
36	Cc1cc(C)n(-c2ccc([N+](=O)[O-])cc2-c2nn[nH]n2)n1	13	-6	-2	-10	2	-7	1	-8	18
37	COc1ccc(CCN2C(=O)c3ccccc3NC2c2cc(Cl)c(O)c(OC)c2)cc1 (stereo not drawn)	-7	1	19	-21	-1	-288	0	-10	5
38	Cc1ccc(NC(=O)CC(=O)NCCN2CCOCC2)cc1	-11	0	1	-6	-2	7	-1	-11	-12
39	COc1ccc(CCNC(=S)NC2CCN(Cc3ccccc3)CC2)cc1	3	40	22	-16	2	14	1	-1	-9
40	Cn1nc(C(=O)NCC2COc3ccccc3O2)c2ccccc2c1=O (stereo not drawn)	-5	3	4	-1	1	1	0	9	-3
41	O=C(Nc1ccc(Cl)c(C(F)(F)F)c1)[C@@H]1CC=C[C@@H]2CCN(C3CCCCC3)C(=O)[C@@H]21	1	-3	-3	-11	-5	-13	2	3	1
42	Cc1nc(SCC(=O)N2CCNC2=O)c2ccccc2n1	3	27	-5	13	2	10	-7	4	-3
43	CSC1=NCCN1S(=O)(=O)c1ccc(NC(C)=O)cc1	2	1	2	-8	-4	-2	3	0	7
44	Cc1ccc(S(=O)(=O)N(C)C)cc1NC(=S)N1CCCCC1CO (stereo not drawn)	7	-1	-13	-3	-3	3	2	3	-4
45	O=C(Cc1cccs1)N1CCN(c2ccc([N+](=O)[O-])cc2)CC1	1	-9	-10	-17	2	10	-29	-8	-5
46	Clc1ccc(/C=N/Nc2nc(Cl)nc3ccccc23)cc1	1	-21	3	-5	-3	-130	-34	0	-6
47	FC(F)(F)c1ccncc1-c1nnnn1-c1ccc(Cl)cc1	-2	8	1	1	-1	8	2	3	-3
48	CSCCC(NS(=O)(=O)c1ccc(Cl)cc1)C(=O)OCC(=O)c1c(C)[nH]c2ccccc12 (stereo not drawn)	10	-3	9	-3	0	-7	2	-2	-3
49	Cc1ccc([N+](=O)[O-])cc1S(=O)(=O)Nc1ccc(N2CCOCC2)cc1	-2	-7	10	-3	-2	18	3	-6	-14
50	COc1ccc(N2CCN(C(=O)CN3CCN(C(c4ccccc4)c4ccccc4)CC3)CC2)cc1	-1	8	4	15	0	24	-1	-2	-8
51	Cc1onc(-c2ccccc2)c1C(=O)N1CCOC12CCN(c1cccc(F)n1)CC2	1	4	0	2	0	-3	0	6	-8
52	CCN1CCN(c2nc3ccccn3c(=O)c2C=O)CC1	3	5	5	-14	0	-136	-18	-1	-1
53	Cc1onc(-c2c(F)cccc2Cl)c1C(=O)Nc1sc2c(c1C(N)=O)CCC2	-6	11	3	5	-5	-105	-8	1	4
54	C=CCn1c(CNC(=O)c2cccs2)nnc1SCC(=O)Nc1ccc(C(=O)O)cc1	-4	-8	0	-3	-2	11	4	-10	-2
55	CCN(CC(=O)Nc1ccccc1C(F)(F)F)C(=O)c1ccc(=O)n(Cc2ccccc2)n1	-6	1	3	-7	-1	-10	0	-3	-2
56	O=[N+]([O-])c1cccc(S(=O)(=O)N2CN(c3ccc(Br)cc3)c3nc4ccccc4nc32)c1	-8	-35	2	-4	2	-46	-6	-8	-4
57	COCCNC(=O)CCn1nc(-c2ccc(Cl)cc2)ccc1=O	1	-6	-16	-16	-3	-1	1	3	-8
58	Cc1cccc2[nH]c(CN(C)C(=O)C3CCC(=O)N(CCc4ccccc4)C3)nc12 (stereo not drawn)	-2	-4	-10	-7	-4	-1	-2	-3	-6
59	Cc1ccccc1-c1nsc(SCC(=O)c2ccc(Cl)cc2)n1	-1	-8	10	-13	-1	14	0	0	-8
60	O=C(NCCS(=O)(=O)N1CCN(c2ccccc2F)CC1)c1cccc(Br)c1	2	11	8	0	0	22	-1	-2	1
61	Cc1ccc(C2=NCCn3c2c2ccc([N+](=O)[O-])cc2[n+]3[O-])cc1	0	-23	6	-2	-6	-1	7	-4	7
62	Cc1c(NC(=O)c2cc3c(s2)-c2ccccc2OC3)cccc1[N+](=O)[O-]	2	-1	10	-8	-5	-132	-1	2	2
63	COc1ccc(F)cc1S(=O)(=O)Nc1cc2c3c(c1)CCC(=O)N3CCC2	-1	-2	0	-5	5	2	0	-5	3
64	CCCCC1(CC)COC(c2ccccc2)OC1 (stereo not drawn)	nt	nt	13	nt	nt	8	0	nt	-8
65	Cc1cc(C)cc(C(=O)N[C@@H](C)C(=O)N2CCC3(CC2)NCCc2[nH]cnc23)c1	11	2	-4	-8	-3	14	0	-16	-5
66	Cc1cc(C)cc(NC(=O)CSc2nc3ccccc3nc2N2CCCCC2)c1	1	8	19	8	-5	-96	-7	5	1
67	CC(=O)Nc1ccc(S(=O)(=O)N(C)CC(=O)OCC(=O)NNC(=O)c2ccccc2F)cc1	-3	2	-9	1	-1	-1	2	4	-4
68	CCN(CC(=O)Nc1cccc(F)c1)Cc1nc2ccccc2c(=O)[nH]1	1	-2	22	-5	-1	9	-1	-3	-5
69	COc1cc(Cl)c(C)cc1NC(=O)CC1CCCC1	-3	4	5	-19	0	2	2	-1	-3
70	CCn1cc(CCC(=O)NC(C)c2ccccc2)c2ccccc21 (stereo not drawn)	5	2	0	-3	-4	-18	1	-4	0
71	O=C(CN(C(=O)Cn1nnc(-c2ccccc2F)n1)c1cnc2ccccc2c1)NCC1CCCO1 (stereo not drawn)	-7	6	-8	7	-2	2	-6	4	2
72	Cc1c(Cl)cccc1NC(=S)NC1CCN(C(C)C)CC1	-5	13	14	-8	-1	4	-1	-8	-6

Source: PubChem
